# Bioassay records from PubChem BioAssay.
# TRHR PAM = TRH receptor (human) allosteric enhancement | P34981 | TRHR cells, fluo-8 calcium fluorescence, EC20 TRH enhancement | enhancement, % at 2 µM | 360,000 compounds, 0.66% hits | AID 493056; in the data active means enhancement above about 30%; further: 0% is about no effect
#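 Enhancer read-out: after compound pinning and an initial kinetic agonist-mode read, an EC20 of TRH (10 nM final) was injected and fluo-8 calcium signal (Ex 480/Em 530) followed at 1 s/cycle for 100 cycles in TRHR-expressing cells.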
# rTrxR1 inhibitor = blocks rat thioredoxin reductase 1 | O89049 | recombinant rTrxR1, NADPH fluorescence consumption, selenite substrate | Potency, µM (highest dose often 114 µM), for the others: at the highest dose activity change, negative = inhibition, usual class: inhibitors | 390,000 compounds, 1% hits | AID 588453; further: potency means the concentration at half of the fitted maximal effect; on the % scale 0 is the no-effect control and ±100 the full control effect; nearly all actives have a fitted effect of over 65% in size
#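 Rat TrxR1 (90 nM in the dispensed reagent) was pre-reduced with 400 uM NADPH for 5 min at room temperature, then incubated with compound for 15 min. After 400 uM selenite was added, NADPH fluorescence (Ex 340/Em 450 nm) was followed for 8 min.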
# mIDH1 inhibitor = human IDH1 R132H inhibition; IDH1-R132H enzyme, NADPH consumption, diaphorase/resazurin fluorescence; Potency, µM (top dose mostly 76.6 µM), for inactives: at the top dose activity change, negative = inhibition, hits mostly inhibitors; 390,000 compounds, 0.093% hits; O75874; further: potency means the concentration at half of the fitted maximal effect; on the % scale 0 is the no-effect control and ±100 the full control effect; nearly all actives have a fitted effect of over 65% in size
#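 IDH1-R132H (0.5 ug/mL dispensed) in pH 7.5 Tris buffer was preincubated 30 min with compound, then given a substrate mix of 0.016 mM NADPH and 2 mM alpha-KG for 80 min at room temperature; remaining NADPH was read by diaphorase/resazurin fluorescence.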
# Pin1 inhibitor = human Pin1 inhibition. Pin1 FP peptide displacement, HiFluor488, 10 min. Potency, µM (top dose mostly 115 µM), inactives show at the top dose activity, negative = inhibition, hits mostly inhibitors. 390,000 compounds, 0.009% hits. AID 504891; active means well fitted inhibition curve with a large enough effect in the polarisation, with a control signal flat, not every such curve was filed as active; inconclusive means small, poorly fitted or top-dose-only effect, or effect the other way, or a change in a side signal; inactive means no such curve, though single readings can be large or run the other way; the % refers to the polarisation; further: potency means the concentration at half of the fitted maximal effect; on the % scale 0 is the no-effect control and ±100 the full control effect
# Target sequence (Q13526 whole entry, looked up): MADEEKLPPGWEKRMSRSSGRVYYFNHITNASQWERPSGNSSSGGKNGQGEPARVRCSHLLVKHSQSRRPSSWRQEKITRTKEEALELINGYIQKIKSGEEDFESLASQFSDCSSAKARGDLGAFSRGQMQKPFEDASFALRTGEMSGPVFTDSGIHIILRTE
# D2 antagonist = antagonizes the human D2 dopamine receptor; HEK293 TREx D2 cells, calcium flux, dopamine EC80; 340,000 compounds, 2% hits; P14416; inhibition, % at 10 µM; in the data active means inhibition above about 30%; further: 0% is about no effect
#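 Overnight-induced (tetracycline, 30 C) HEK293 T-REx cells carrying force-coupled D2 receive a no-wash calcium dye, then compound, then EC80 dopamine at 180 s; signals are read kinetically throughout.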
# USP1 inh = inhibitors of human USP1/UAF1 deubiquitinase. O94782. Potency, µM (top dose mostly 57.1 µM), inactives show at the top dose activity change, negative = inhibition, most hits filed as inhibitors. recombinant USP1/UAF1, Ub-Rhodamine cleavage fluorescence. 390,000 compounds, 0.23% hits. AID 743255; further: potency means the concentration at half of the fitted maximal effect; on the % scale 0 is the no-effect control and ±100 the full control effect; nearly all actives have a fitted effect of over 60% in size; inactives centre near -12
# Target sequence (O94782 whole entry, looked up): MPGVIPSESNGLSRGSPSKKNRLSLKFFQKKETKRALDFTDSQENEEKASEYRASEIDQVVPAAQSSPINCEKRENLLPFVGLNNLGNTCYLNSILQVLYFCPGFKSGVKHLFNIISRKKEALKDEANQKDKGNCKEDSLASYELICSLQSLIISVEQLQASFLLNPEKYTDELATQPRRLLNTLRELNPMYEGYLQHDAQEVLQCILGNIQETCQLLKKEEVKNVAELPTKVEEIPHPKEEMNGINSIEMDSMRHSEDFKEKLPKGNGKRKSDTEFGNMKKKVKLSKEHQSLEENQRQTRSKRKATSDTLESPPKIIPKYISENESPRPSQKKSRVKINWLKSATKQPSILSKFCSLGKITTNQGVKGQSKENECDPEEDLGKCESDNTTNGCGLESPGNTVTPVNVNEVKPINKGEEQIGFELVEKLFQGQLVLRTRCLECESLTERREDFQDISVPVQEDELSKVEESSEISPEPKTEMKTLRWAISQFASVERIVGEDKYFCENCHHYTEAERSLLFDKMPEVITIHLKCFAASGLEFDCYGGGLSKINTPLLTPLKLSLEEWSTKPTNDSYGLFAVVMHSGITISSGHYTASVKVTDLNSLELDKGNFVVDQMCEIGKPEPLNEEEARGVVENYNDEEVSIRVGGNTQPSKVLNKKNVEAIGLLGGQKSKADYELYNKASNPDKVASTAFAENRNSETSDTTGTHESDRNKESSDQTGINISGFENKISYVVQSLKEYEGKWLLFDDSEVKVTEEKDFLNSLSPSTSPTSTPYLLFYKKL
#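 1 nM enzyme complex + cpd, 15 min RT; start with Ub-Rho 150nM final; kinetic fluorescence ex 480/em 540, 6 reads q60 s. Buffer 50mM HEPES pH 7.8, 0.5mM EDTA, 0.1 mg/ml BSA, 1mM TCEP, 0.01% Tween-20.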
# D2 ag = activates the human D2 dopamine receptor; 340,000 compounds, 0.53% hits; activation, % at 2 µM; P14416; AID 485358; HEK293 T-REx D2 cells, calcium flux agonist mode;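 active means activation over 3 SD above normal in the single-dose calcium agonist read, cut at about 30% in these data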; further: 0% is about no effect
#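 Tetracycline-induced HEK293 Trex cells with D2 receptor force-coupled to calcium signaling, plated overnight at 30 C and loaded with no-wash calcium dye. Calcium flux read kinetically for 180 s after compound addition; responses flag agonists.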
# TrxR1 substrate = substrates of rat thioredoxin reductase 1 | O89049 | purified TrxR1 substrate turnover, NADPH consumption readout | Potency, µM (doses to about 114 µM), for the others: at the highest dose activity change, negative = substrate turnover | 390,000 compounds, 0.01% hits | AID 588456; further: potency means the concentration at half of the fitted maximal effect; on the % scale 0 is the no-effect control and ±100 the full control effect; nearly all actives have a fitted effect of over 50% in size
#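 Rat TrxR1, dispensed at 90 nM, was prereduced with 400 uM NADPH (final) for 5 min at ~22 deg C, then incubated with compound 15 min before 400 uM selenite. A first-read NADPH fluorescence drop versus no-compound background flagged substrates.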
# TRHR agonist = agonists of human TRH receptor; P34981; TRHR cells, calcium flux fluo-8, FDSS agonist mode; activation, % at 2 µM; 360,000 compounds, 0.18% hits; AID 493084; in the data active means activation above about 30%; further: 0% is about no effect
#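 Fluo-8-loaded TRHR cells; 10 s baseline, compound added, kinetic Ca2+ fluorescence read 1/s, agonist mode.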
# * hit, by the source's call; u = inconclusive; x = no result given; [ ] = remark or other dose. Unless noted, the call rests on the fitted dose curve; in most records, active means well fitted inhibition curve with a large enough effect; inconclusive means small, poorly fitted or top-dose-only effect; inactive means no such curve, though single readings can be large or run the other way. A portion of the library; count on the stated rates, not on these rows.
SMILES,TRHR PAM,rTrxR1 inhibitor,mIDH1 inhibitor,Pin1 inhibitor,D2 antagonist,USP1 inh,D2 ag,TrxR1 substrate,TRHR agonist
CC(=O)c1cccc(NC(=O)CSc2nc(=O)n(Cc3ccco3)c3c2CCC3)c1,4.1,14.2%[57.1 µM],0.3%,-6.6%,x,-27.3%,0.7,5.0%[57.1 µM],-0.5
Cc1cc(Cl)c2oc(C(=O)N3CCN(C4CCS(=O)(=O)C4)CC3)c(C)c2c1 (centres undefined),3.9,24.2%[57.1 µM],-9.3%,6.5%,-12.1,-9.5%,0.0,4.8%[57.1 µM],-0.5
CCOC(=O)C1(C)NC(c2ccc(OC)c(OC)c2)C2C(=O)N(CC)C(=O)C21 (centres undefined),1.7,-5.0%[57.1 µM],-2.2%,-16.4%,-5.4,-16.2%,-0.1,5.8%[57.1 µM],0.4
Cc1ccc(NC(=Nc2ccc(Br)cc2)N2CCOCC2)cc1C,9.0,3.3%,2.1%,-13.3%,-9.8,-4.9%,-0.2,-5.7%,-0.6
COC(=O)CCc1c(C)c(C(=O)c2cc(F)c(F)c(F)c2F)c2ccccn12,-1.0,10.0%,20.1%,5.7%,11.3,-17.1%,-0.3,-2.6%,1.2
COc1ccccc1NC(=O)c1ccc2c(c1)nnn2C,1.3,33.6%,-2.6%,-4.1%,71.0*,-10.8%,-0.4,3.7%,0.0
CC(=O)c1c[nH]c(C(=O)Nc2ccc(N3CCCCCC3)cc2)c1,3.2,-11.9%,0.3%,6.9%,-14.5,-16.7%,-0.8,0.0%,-0.5
Cc1ccc(-c2nnn(CC(=O)N(CC(=O)NC3CCCC3)c3cnc4ccccc4c3)n2)o1,-0.9,-5.2%,6.9%,-0.5%,-6.4,-3.0%,1.2,4.0%,-1.0
COc1cc(NC(=O)Cc2ccccc2)ccc1NC(=O)c1ccco1,3.6,-7.5%,15.6%,4.0%,4.7,-17.1%,0.7,-3.6%,0.0
CCOCC(=O)Nc1cc(-c2cn3cccnc3n2)ccc1C,-1.4,8.2%[57.1 µM],6.9%,-8.0%,6.8,-11.4%,-0.9,x,-0.1
COc1cc(S(=O)(=O)N(C)C2CCCCC2)c(C)cc1C,-0.2,20.3%,-1.6%,u,-6.5,-20.2%,-2.4,-3.5%,-0.6
COc1ccccc1NC(=O)CSc1nccc(-c2ccco2)n1,-7.6,u,8.0%,-13.7%,-8.1,-17.8%,-0.9,-0.6%,-0.4
C/C(=C\C(=O)C(F)(F)F)Nc1ccc(C)cc1,0.0,-16.4%,3.5%,1.8%,-6.5,-8.2%,-0.1,-16.7%,0.0
COc1ccc(NC(=O)C2CCCC2)cn1,0.0,9.0%[57.1 µM],4.6%,0.5%,-6.5,-11.9%,0.2,-15.0%[57.1 µM],0.2
OCCN1CCN(C2Cc3cc(Cl)ccc3Sc3ccc(Cl)cc32)CC1 (centres undefined) (tested in a mixture with another compound),0.6,-2.9%,8.8%,7.4%,x,-12.9%,x,-1.7%,0.2
COc1cccc(CNC(=O)c2ccc3oc(=O)n(Cc4ccccc4)c3c2)c1,-2.4,5.4%[57.1 µM],-17.1%,8.0%,x,-19.3%,0.4,1.3%[57.1 µM],-0.7
COC(=O)N/N=C/c1cn(CCOc2ccccc2OC)c2ccccc12,-3.7,13.7%,9.3%,0.2%,26.7,-23.4%,0.2,1.8%,0.6
Cc1ccccc1Nc1ncc(C#N)c(N)n1,6.2,-7.5%,-3.0%,0.3%,0.7,-19.5%,1.2,-4.4%,-0.1
CN1CCN(C(=O)/C(=C\c2cccs2)NC(=O)c2cccs2)CC1,3.0,-17.0%,2.1%,-4.4%,-0.2,-1.6%,-1.1,-11.6%,-1.0
Cc1cccc(NC(=O)Cn2cnc3c(oc4nc5c(cc43)COC(C)(C)C5)c2=O)c1,15.7,9.1%,0.0%,1.6%,12.2,-20.3%,-0.8,5.9%,0.3
CC1CCN(CCOc2ccc(OCc3ccccc3)cc2)CC1,-0.3,8.5%,7.7%,-0.8%,30.9*,-16.5%,2.0,-6.0%,2.4
CCc1nn2c(=O)c(S(=O)(=O)Nc3ccc(OC)c(Cl)c3)c(C)nc2s1,-1.7,-8.1%,-11.1%,30.2%[activator],x,-15.9%,1.3,-7.4%,0.9
Cc1ccc2[nH]c(C)c(/C=N/Nc3nc4ccccc4s3)c2c1,3.4,-6.3%,9.3%,-2.2%,-1.1,-17.7%,0.5,-7.4%,0.2
CCC(C(=O)NC(C)(C)C)N(Cc1ccccc1Cl)C(=O)c1snc(C(N)=O)c1N (centres undefined),-0.7,11.5%,-4.4%,0.5%,-11.2,-26.5%,1.2,5.1%,-0.2
O=C(c1cc(COc2ccc3ncccc3c2)on1)N1CCCC1,-7.6,-13.6%,1.4%,-1.7%,-23.8,1.9%,-0.8,-10.6%,0.2
# More results
SMILES,TRHR PAM,rTrxR1 inhibitor,mIDH1 inhibitor,Pin1 inhibitor,D2 antagonist,USP1 inh,D2 ag,TrxR1 substrate,TRHR agonist
COc1ccc(CN2CCC3CC2c2cc(Cl)ccc23)cc1 (centres undefined),x,-10.3%,-0.6%[38.3 µM],-1.5%,x,-32.6%,x,-6.4%,x
CC(=O)Oc1ccccc1C(=O)O,x,12.6%[57.1 µM],-12.7%,4.4%,x,-21.8%,x,23.3%[57.1 µM],x
CCOc1ccc(NC(=O)CCn2c(=O)[nH]c3ccsc3c2=O)cc1,4.0,5.5%[57.1 µM],-8.3%,2.5%,2.4,-2.5%,0.5,1.5%[57.1 µM],0.2
Cc1nn2c(nc1=O)NNC2(C)C(C)(C)C (centres undefined),9.3,13.9%,0.4%,-6.3%,-18.2,-16.5%,0.5,9.7%,-0.7
CC(=O)Nc1ccc(C2=NNC(=NCC3CCCO3)SC2)cc1 (centres undefined),9.0,-1.2%,u,39.1%[activator],3.1,-26.6%,1.3,-2.3%,0.3
CC(C)C(=O)NC(c1ccccc1)c1cc([N+](=O)[O-])c2cccnc2c1O (centres undefined),-0.8,-22.6%,u,0.3%,15.7,-13.2%,-1.7,-21.4%,-0.3
CCN(CC)c1nc2c(c(=O)n(C)c(=O)n2C)n1CC(=O)c1ccccc1,-0.3,13.3%,1.0%,10.4%,6.2,-8.6%,-0.9,-25.0%[57.1 µM],-0.6
CC(C)CCN1C(=O)c2ccc(C(=O)Nc3ccc(Br)cc3C(=O)O)cc2C1=O,-2.8,24.1%,-3.8%,u,x,-15.4%,x,-7.8%,0.1
O=C(COC(=O)c1c(Cl)cccc1Cl)Nc1ccccc1Br,-4.8,11.7%,-2.5%,5.7%,-4.2,-17.5%,-0.4,-1.4%,4.7
O=C(O)c1cc(N2CCOCC2)nc2ccccc12,-3.2,22.4%,5.0%,-7.2%,-3.4,-13.2%,0.2,46.1%[activator],0.3
O=C(CC1C(=O)NCCN1C(=O)c1ccccc1)Nc1cc(Cl)ccc1Cl (centres undefined),4.4,11.1%,3.2%,-2.1%,-10.0,2.4%,-0.2,-2.4%,0.4
O=C(Nc1ccccc1)c1sc(Cl)nc1-c1ccccc1,0.1,-13.9%,-2.2%,13.4%,7.4,-4.5%,-0.2,-8.6%,-0.1
COc1ccc(-c2nc(SCC(=O)Nc3ccc4c(c3)OCO4)c(-c3ccc(F)cc3)[nH]2)cc1OC,-0.8,10.1%,3.6%,u,x,-11.6%,x,4.4%,-1.2
Cc1cc(NS(=O)(=O)c2cc(Cl)sc2Cl)no1,2.3,8.4%[57.1 µM],6.7%,1.1%,16.7,-18.9%,1.9,9.9%[57.1 µM],0.7
Cc1ccccc1OCCn1cc(C(=O)C(=O)N2CCOCC2)c2ccccc21,-3.3,7.4%[57.1 µM],9.7%,-9.0%,-12.5,-21.0%,0.6,6.7%[57.1 µM],1.3
CC1(C)Cc2c(c(N3CCCCC3)[nH]c(=S)c2C#N)CS1,4.9,-21.8%,-3.8%,2.1%,8.6,-20.7%,0.4,1.5%,-0.1
COc1nccnc1NS(=O)(=O)c1ccc(NC(=S)NC(=O)c2cccc(F)c2)cc1,-5.1,u,8.7%,3.7%,3.5,-1.3%,1.1,-7.6%,0.1
CS(=O)(=O)c1ccc(-c2nnn(CC(=O)N3CCCCC3)n2)cc1,-2.7,16.2%,8.4%,-5.3%,13.0,-9.0%,1.5,-1.6%,0.4
Cc1cccc(CCNC(=O)C2CCN(c3nc4ccccc4nc3C(F)(F)F)CC2)c1,-0.4,0.4%[57.1 µM],-16.9%,-8.1%,x,-18.4%,x,-7.9%[57.1 µM],-0.1
Cc1ccc(NC(=O)CN2C(=O)c3cccnc3Sc3ccccc32)cc1C,32.7*,14.1%[57.1 µM],-10.7%,4.0%,x,u,0.5,8.1%[57.1 µM],-0.5

# Reformatted: six of the compounds above
# Values run as follows: TRHR PAM	rTrxR1 inhibitor	mIDH1 inhibitor	Pin1 inhibitor	D2 antagonist	USP1 inh	D2 ag	TrxR1 substrate	TRHR agonist
> COc1ccc(CN2CCC3CC2c2cc(Cl)ccc23)cc1 (centres undefined)
→ x	-10.3%	-0.6%[38.3 µM]	-1.5%	x	-32.6%	x	-6.4%	x
> CC(=O)Oc1ccccc1C(=O)O
→ x	12.6%[57.1 µM]	-12.7%	4.4%	x	-21.8%	x	23.3%[57.1 µM]	x
> O=C(COC(=O)c1c(Cl)cccc1Cl)Nc1ccccc1Br
→ -4.8	11.7%	-2.5%	5.7%	-4.2	-17.5%	-0.4	-1.4%	4.7
> O=C(CC1C(=O)NCCN1C(=O)c1ccccc1)Nc1cc(Cl)ccc1Cl (centres undefined)
→ 4.4	11.1%	3.2%	-2.1%	-10.0	2.4%	-0.2	-2.4%	0.4
> CC(=O)Nc1ccc(C2=NNC(=NCC3CCCO3)SC2)cc1 (centres undefined)
→ 9.0	-1.2%	u	39.1%[activator]	3.1	-26.6%	1.3	-2.3%	0.3
> CC1(C)Cc2c(c(N3CCCCC3)[nH]c(=S)c2C#N)CS1
→ 4.9	-21.8%	-3.8%	2.1%	8.6	-20.7%	0.4	1.5%	-0.1
